Rac1 wt GTP bind: human Rac1 wildtype GTP binding, inhibitors and activators. AID 757. 190,000 compounds, 0.27% hits. GST-Rac1 beads, fluorescent GTP binding, flow cytometry; actives lie on both sides; 0 = cold GTP competed, 100 = untreated. P63000. GTP binding activity (% of control), % at 10 µM;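 active = GTP binding activity at least 20 points away from the 100% control level, either lower or higher; inconclusive = compound flagged as likely green fluorescent, judged across all proteins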
Bcl-B Bim block: inhibitors of Bim-Bcl-B interaction, human | Q9HD36 | bead-based flow cytometry, Bim peptide-Bcl-B binding | inhibition, % at 10 µM | 190,000 compounds, 0.073% hits | AID 951;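 also: 0% = tracer peptide without compound and 100% = reference inhibitor peptide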
Target sequence (Q9HD36 whole entry, looked up): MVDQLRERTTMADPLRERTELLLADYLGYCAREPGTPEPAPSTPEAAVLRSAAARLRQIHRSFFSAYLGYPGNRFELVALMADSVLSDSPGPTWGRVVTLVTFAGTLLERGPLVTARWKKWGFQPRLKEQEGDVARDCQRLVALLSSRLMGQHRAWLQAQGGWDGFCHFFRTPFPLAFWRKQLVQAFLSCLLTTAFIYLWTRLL
Rab2 wt GTP: changes GTP binding to wildtype dog Rab2A, up or down; P61105; GST-Rab2 wt beads, Bodipy-GTP binding, flow cytometry; GTP binding activity, % at 10 µM; 190,000 compounds, 0.19% hits;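 active = GTP binding activity at least 20 points away from 100%, either lowered or raised; inconclusive = signal likely due to the compound's own green fluorescence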;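 also: 0% = beads with excess unlabeled GTP and 100% = no-compound control corrected for plate trend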
Bcl-XL Bim block: human Bim-Bcl-XL interaction inhibition | AID 1007 | Bim peptide-Bcl-XL binding, bead flow cytometry, fluorescence | inhibition, % at 10 µM | 190,000 compounds, 0.04% hits
Target sequence (Q07817 whole entry, looked up): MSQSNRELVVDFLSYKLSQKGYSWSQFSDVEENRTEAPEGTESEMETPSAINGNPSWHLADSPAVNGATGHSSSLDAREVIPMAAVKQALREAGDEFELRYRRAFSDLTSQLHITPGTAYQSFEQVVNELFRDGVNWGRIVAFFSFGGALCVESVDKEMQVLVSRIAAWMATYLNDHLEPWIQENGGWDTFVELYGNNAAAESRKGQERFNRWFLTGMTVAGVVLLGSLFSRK
Bcl-2 Bim block: inhibitors of Bim-Bcl-2 interaction, human | 190,000 compounds, 0.06% hits | P10415 | Bead-based flow cytometry, Bim peptide-Bcl-2 binding | AID 950 | inhibition, % at 10 µM; in the data active = inhibition above about 40%; inconclusive = no clear call, values can overlap the other calls;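 also: 0% = no compound wells with probe peptide and 100% = reference peptide inhibitor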
Target sequence (P10415 whole entry, looked up): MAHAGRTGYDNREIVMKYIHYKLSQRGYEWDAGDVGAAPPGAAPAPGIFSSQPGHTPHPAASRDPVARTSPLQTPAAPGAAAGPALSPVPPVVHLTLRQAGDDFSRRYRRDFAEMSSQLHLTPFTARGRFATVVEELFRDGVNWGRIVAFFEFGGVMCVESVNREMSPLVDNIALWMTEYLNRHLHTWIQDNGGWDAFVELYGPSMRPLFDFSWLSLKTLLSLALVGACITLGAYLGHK
Rac1 act GTP bind: alters GTP binding to activated mutant human Rac1. AID 764. percent activity (GTP binding), % at 10 µM. GST-Rac1 activated beads, fluorescent GTP binding, flow cytometry; actives lie on both sides; 100% means binding = to untreated wells. 190,000 compounds, 0.11% hits;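 active = GTP binding at least 20 percentage points away from the 100% baseline, in either direction, so actives lie on both sides; inconclusive = Compound likely fluorescent itself, or too few beads counted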
Bim-Bcl-W: human Bim-Bcl-W interaction inhibition. inhibition, % at 10 µM. 190,000 compounds, 0.02% hits. Q92843. bead-based flow cytometry, Bim peptide-Bcl-W binding;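 also: 0% = bound tracer without compound and 100% = peptide blocker; higher means less fluorescent Bim peptide bound to Bcl-W beads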
HRas wt GTP: modulators of GTP binding to human HRas wildtype. P01112. GST-Ras wt beads, Bodipy-FL-GTP binding, flow cytometry; actives lie on both sides. GTP binding activity, % at 10 µM. 190,000 compounds, 0.14% hits. AID 759;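 active = GTP binding activity at least 20% away from the 100% baseline, either lowered as inhibitor or raised as activator; inconclusive = flagged as likely green fluorescent, judged across all proteins in the well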;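 also: 0% = unlabeled GTP competition control and 100% = no-compound control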
Target sequence (P01112 whole entry, looked up): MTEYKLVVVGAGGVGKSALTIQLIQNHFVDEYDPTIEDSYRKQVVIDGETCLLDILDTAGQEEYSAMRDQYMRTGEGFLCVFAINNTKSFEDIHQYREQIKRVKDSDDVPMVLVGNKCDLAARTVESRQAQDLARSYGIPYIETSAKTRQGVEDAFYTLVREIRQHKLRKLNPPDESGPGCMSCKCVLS
Cdc42 wt GTP: changes GTP binding to wildtype human Cdc42; P60953; GST-Cdc42 beads, Bodipy-GTP binding, flow cytometry; actives lie on both sides; percent activity (GTP binding), % at 10 µM; AID 761; 190,000 compounds, 0.2% hits;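 active = percent activity GTP binding at least 20 points away from the 100% baseline, either down as inhibitor or up as activator; inconclusive = compound flagged as likely green fluorescent from well-wide comparison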;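 also: median bead fluorescence of bound Bodipy-FL-GTP at 100 nM; 0% = excess unlabeled GTP control and 100% = no compound control; below 100% means less GTP binding so inhibitor and above means activator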
Target sequence (P60953 whole entry, looked up): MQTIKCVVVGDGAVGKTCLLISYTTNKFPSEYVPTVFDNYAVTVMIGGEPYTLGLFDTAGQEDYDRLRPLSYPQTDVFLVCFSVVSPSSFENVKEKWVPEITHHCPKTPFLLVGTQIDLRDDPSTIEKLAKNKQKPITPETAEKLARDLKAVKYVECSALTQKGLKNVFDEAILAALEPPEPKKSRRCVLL
Bfl-1 Bim block: inhibitors of Bim-Bfl-1 interaction, human; Q16548; Bead-based flow cytometry, Bim-Bfl-1 binding inhibition; inhibition, % at 10 µM; 190,000 compounds, 0.12% hits; AID 1008;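 also: 0% = wells without compound plus tracer and 100% = blocker peptide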
Rab7 wt GTP bind: dog Rab7 wildtype GTP binding, inhibitors and activators; 190,000 compounds, 0.055% hits; AID 758; GST-Rab7 beads, fluorescent GTP binding, flow cytometry; actives lie on both sides; untreated = 100%, excess cold GTP = 0%; GTP binding activity (percent of control), % at 10 µM;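 active = fluorescent GTP binding to Rab7 beads changed by at least 20 points from the 100% baseline, either direction, mostly lower; inconclusive = compound itself probably fluorescent, or too few beads counted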;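 also: median green fluorescence of bound Bodipy-FL-GTP per Rab7 bead population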
Starred values were filed as active, the others as inactive; ? = inconclusive. Rule as the data show it, unless noted: active = inhibition above about 40%.

SMILES	Rac1 wt GTP bind	Bcl-B Bim block	Rab2 wt GTP	Bcl-XL Bim block	Bcl-2 Bim block	Rac1 act GTP bind	Bim-Bcl-W	HRas wt GTP	Cdc42 wt GTP	Bfl-1 Bim block	Rab7 wt GTP bind
CC(C)(C)c1ccc(C(=O)N2CCC(C(=O)NCC3CCCO3)CC2)cc1 (stereo not given)	100	0	103	0	0	101	-1	102	101	0	101
O=C(CNC(=S)NC(=O)c1cccc([N+](=O)[O-])c1)c1ccccc1	101	-6	99	-3	-1	97	-2	99	100	0	95
Cc1ccc(C(=O)c2cccc(N)c2)cc1C	100	-10	95	-5	-3	95	-6	97	97	-9	95
Nc1nc(-c2ccccc2)cc(N2CCCCC2)n1	108	-2	99	-1	-5	101	0	103	102	-1	97
Cc1ccc(-n2c3c(cc(C(=O)O)c2=O)C(=O)CC(C)(C)C3)cc1	104	-5	102	-5	-8	99	0	101	103	-14	98
C=CCn1c(C(C)NC(=O)CCC)nc2ccccc21 (stereo not given)	104	-8	100	-8	-4	101	-5	99	100	-5	95
COc1cccc(CN(c2ccc3c(c2)CCC3)S(=O)(=O)c2ccc(-n3cnnn3)c(OC)c2)c1	102	-6	101	-4	-9	101	-4	100	102	-13	99
CCOc1ccc(-c2cn(CCC#N)cn2)cc1	99	2	99	0	0	99	0	100	100	-2	97
Cc1ccc(-c2csc(NC(=O)CSc3nnc4c(n3)[nH]c3ccccc34)n2)cc1	99	-7	95	-6	0	95	-4	97	95	1	95
Cc1nn(CC2CC2)c(=O)n1-c1ccc(C(C)C)cc1	99	-1	100	0	-1	94	-1	99	101	-3	101
CCOC(=O)c1c2n(c3ccc(OC(C)=O)cc13)CCC2	101	-8	98	-1	-5	96	0	98	99	-9	95
O=C(NCCc1ccc2c(c1)OCO2)C1CCN(S(=O)(=O)c2ccc(Cl)cc2)CC1	104	-4	101	-7	-4	101	3	102	105	-9	100
CCCN(CCC)Cc1c(C(=O)OCC)nnn1-c1nonc1N	101	-11	99	-14	-18	100	-9	99	99	-22	100
Oc1ccccc1C=Nc1ccccc1-c1nc2ccccc2[nH]1	102	-3	99	0	-5	98	-4	99	101	-1	98
COCc1c(C#N)c(NCCc2ccccc2)nc(C)c1[N+](=O)[O-]	100	-9	99	-4	-6	98	-4	101	100	-10	99
O=C(OCC(=O)c1c[nH]c2ccccc12)c1cccc(O)c1	102	-9	102	-8	-5	103	-2	101	99	-3	105
COc1ccc(CCN(C)c2ccc(S(=O)(=O)N3CCCC3)cn2)cc1OC	99	-3	98	-5	0	96	0	97	97	-4	95
C=CCOc1ccc(C2N3CC4(CC)CN2CC(CC)(C3)C4=O)cc1 (stereo not given)	108	-4	102	-3	-3	103	-4	106	106	-1	104
CNC(=S)N(CCc1c(C)[nH]c2ccc(OC)cc12)Cc1cccnc1	98	-2	97	-3	-1	94	-6	96	97	-2	104
Cc1cc(N2CCN(C)CC2)nc2ccc(NC(=S)NCCN3CCc4ccccc4C3)cc12	102	-18	100	-3	-3	98	-4	99	101	-3	100
Cn1c(SCC(=O)NC(C)(C)C)nnc1-c1cnccn1	104	-4	103	-4	-4	102	-3	104	104	0	102
O=C(N/C=C/c1ccco1)NCc1ccccc1	95	-6	95	-1	-2	94	-5	95	95	-8	99
Cc1ccc(N(CC(=O)NC2CCCC2)C(=O)c2c(C)noc2C)cc1C	109	-1	105	-4	-4	102	-4	105	108	0	100
CCOC(=O)C1CCN(C(=O)c2ccc(CNS(=O)(=O)c3ccc(C)cc3)cc2)CC1	93	-2	95	0	1	93	0	95	93	3	100
CC(CCc1ccccc1)NCc1ccncc1 (stereo not given)	100	1	100	1	0	98	1	100	98	3	101
(cont.)
SMILES	Rac1 wt GTP bind	Bcl-B Bim block	Rab2 wt GTP	Bcl-XL Bim block	Bcl-2 Bim block	Rac1 act GTP bind	Bim-Bcl-W	HRas wt GTP	Cdc42 wt GTP	Bfl-1 Bim block	Rab7 wt GTP bind
Cc1nn(CC(=O)Nc2ccc3c(c2)nc(CCN2CCCCC2)n3C)c(=O)c2ccccc12	96	-3	96	-1	3	95	0	96	97	-2	98
Cn1cc(Cl)c(C(=O)Nc2nc3ccc(Cl)cc3s2)n1	97	-4	94	-2	-7	96	1	96	97	-14	97
CCOc1ccc2c(c1)/C(=N/N1C(=O)c3ccccc3C1=O)C(=O)N2	99	-3	100	0	0	97	0	97	101	-3	99
COc1ccc(NC(=O)c2nc(-n3nc(C)cc3C)ccc2Cl)cc1Cl	101	-4	97	-5	-3	96	-4	96	99	-3	99
COc1ccc2c(=O)c(N3C(=O)c4ccccc4C3=O)c(C)oc2c1	103	-8	102	-2	-8	98	-1	101	102	-11	102
Fc1ccc(NC(=S)NNc2ncc(C(F)(F)F)cc2Cl)c(F)c1	94	-10	93	-1	-7	94	-2	94	94	-1	94
COc1ccccc1-n1cnc(N)c1C(=O)c1ccccc1	104	-8	100	-7	-11	100	0	101	101	-20	101
Cc1cc(NN)nc(NS(=O)(=O)c2ccccc2)n1	102	-4	99	0	-5	97	-2	99	102	-8	101
CCOC(=O)c1cc(C#N)c(NCc2ccccc2)nc1C	103	0	100	-1	-2	99	0	101	102	0	102
CCc1ccc(N(C)S(=O)(=O)c2ccc3[nH]cc(C(=O)NCCN4CCOCC4)c(=O)c3c2)cc1	?	-10	?	-8	-11	?	0	?	?	-17	?
CCc1ccccc1NC(=O)Nc1cccn(Cc2ccc(F)cc2)c1=O	97	-2	96	3	2	95	2	98	92	-5	105
CC(C)CN1CCN(Cc2cccc3ncccc23)CC1CCO (stereo not given)	96	-5	98	-4	-4	95	0	97	93	-7	102
c1cnc2c(OCc3cn4cccnc4n3)cccc2c1	101	4	98	-2	-3	100	3	99	101	-10	96
COc1ccc(/C=N/NC(=O)c2ccc(COCC(F)(F)C(F)F)cc2)cc1	99	-6	97	-7	-2	99	-3	99	97	-4	98
O=C(c1ccco1)N(CCCN1CCOCC1)c1nc(-c2ccc(F)cc2)cs1	106	-2	103	-4	-4	102	-1	104	105	-3	96
COc1ccc(-c2cc(C(=O)NC(C)C)no2)cc1	106	-4	102	5	0	104	1	104	105	-2	101
COC(=O)C(NC(=O)c1ccccc1)=C1C=C(C)OC(C)=C1	101	7	101	11	10	101	8	100	101	9	104
O=C(Nc1ccc2ccccc2c1)c1cnccn1	107	-9	100	-10	-6	102	-1	98	107	-18	97
NC(=O)c1nc(N2CCOCC2)nc(N2CCOCC2)n1	98	2	96	2	1	97	1	99	99	0	98
CCOc1cc(N2CCOCC2)c(OCC)cc1NC(=O)C(C)(C)C	98	-8	95	-6	-2	95	-4	98	95	-3	106
COc1ccc2cc3cc(C(=O)NCCCN4CCOCC4)oc3nc2c1	?	3	?	0	3	?	1	?	?	0	?
O=C(CCCCCn1c(=S)[nH]c2ccccc2c1=O)N1CCOCC1	102	-1	99	2	2	98	2	99	99	0	97
Cc1cc(C(=O)COC(=O)c2ccc(O)cc2)c(C)n1Cc1ccco1	106	-8	100	-4	-3	97	-4	100	99	-3	104
c1ccc(C2CN3CCSC3=N2)cc1 (stereo not given)	98	-5	97	-4	-3	96	-4	98	96	-5	97
COc1cnn(-c2ccccc2)c(=O)c1N(C)C	99	-2	103	-3	-2	100	-4	104	103	-1	103

Three compounds out of the list above, sorted by the number in Rab7 wt GTP bind, smallest number first.
SMILES,Rab7 wt GTP bind
O=C(c1ccco1)N(CCCN1CCOCC1)c1nc(-c2ccc(F)cc2)cs1,96
COc1ccc(/C=N/NC(=O)c2ccc(COCC(F)(F)C(F)F)cc2)cc1,98
COc1cnn(-c2ccccc2)c(=O)c1N(C)C,103

Carrying on.
SMILES	Rac1 wt GTP bind	Bcl-B Bim block	Rab2 wt GTP	Bcl-XL Bim block	Bcl-2 Bim block	Rac1 act GTP bind	Bim-Bcl-W	HRas wt GTP	Cdc42 wt GTP	Bfl-1 Bim block	Rab7 wt GTP bind
O=C(CCc1ccccc1)NCCCN1CCOCC1	108	-5	104	-7	-9	102	-1	103	106	-12	101
COc1ccc(Cn2c(C)nc([N+](=O)[O-])c2SCC(=O)O)cc1[N+](=O)[O-]	99	-5	99	-5	-4	95	-1	96	96	-10	99
COc1ccc(NC(=S)NNC(=O)c2cccnc2)cc1OC	100	-5	95	-4	-2	95	-6	95	89	-2	101
NS(=O)(=O)c1ccc(CNC(=O)c2ccc(Cl)cc2[N+](=O)[O-])cc1	107	-3	99	0	1	101	0	101	101	5	101
COc1ccc(NC(C)=O)cc1S(=O)(=O)Nc1ccc2c(c1)OCCO2	99	-3	95	-2	-5	95	-1	92	95	-6	94
Cc1csc(NC(=O)c2cccn2C)n1	101	-1	101	-3	2	98	-3	100	103	0	102
O=C(COC(=O)C1COc2ccccc2O1)NC1CCS(=O)(=O)C1 (stereo not given)	102	-6	100	-1	-10	102	0	99	100	-15	98
O=c1[nH][nH]cc1C=Nc1ccccc1O	100	1	100	0	0	98	-1	100	100	1	100
COc1c(F)c(F)c(C(=O)O)c(Nc2ccccc2)c1F	97	0	101	1	2	97	-1	95	93	3	101
COc1ccc(NC(=O)Nc2nnc(-c3ccccc3F)s2)cc1	101	-2	99	-5	-4	97	0	101	99	-6	105
O=C(CS(=O)(=O)Cc1ccccc1)Nc1cccnc1	97	-6	96	-4	-5	97	-5	99	97	-3	95
CCOc1ccccc1Nc1ncnc2ccccc12	99	-1	97	0	0	98	-2	99	100	-4	98
CCCc1nc2sc3c(c2c(=O)n1N)CCC3	102	0	101	0	1	99	0	103	103	-2	100
Cc1ccc(C(=O)Nc2ccc(S(=O)(=O)N3CCN(C)CC3)cc2)o1	100	2	99	0	-2	99	1	98	99	7	97
CN(C(=O)Nc1cnc2ccccc2c1)c1ccccc1	95	-4	98	-1	-3	95	-2	96	99	-3	95
Cc1nn(Cc2ccccc2)c2c1C(c1ccncc1)C(C#N)=C(N)O2 (stereo not given)	103	-4	101	-1	0	98	-2	99	102	-1	104
O=C(O)c1ccccc1C(=O)NCc1cccnc1	104	-8	100	-7	-7	102	0	101	99	-6	97
CCNc1nc(NCC)nc(OCCOC(=O)Nc2ccccc2)n1	107	0	101	-2	0	101	-2	101	102	0	106
CCC(Cc1ccccc1)NC(=O)C1=C(C)C(=O)OC12CCC(C)CC2 (stereo not given)	96	-2	97	0	0	91	0	97	98	-4	96
c1ccc(CN2CCN(c3nc(-c4ccccc4)nc(-n4ccnc4)n3)CC2)cc1	102	-5	99	-4	-4	100	1	101	101	-7	99
O=c1[nH][nH]c2cc(=O)n(-c3cccc(C(F)(F)F)c3)nc12	97	0	94	-2	-4	91	-1	95	96	-2	95
Cn1c(Cc2cccs2)nnc1SCc1nc2ccccc2[nH]1	102	-4	99	-2	-8	98	-3	100	102	-14	97
Cc1ccc(N(C(=O)c2csnn2)C(C(=O)NC(C)(C)C)c2cccnc2)cc1 (stereo not given)	102	1	98	-2	0	96	1	99	100	0	98
COC(=O)c1c(C(=O)OC)c(C)n(Cc2cccnc2)c1C	96	-1	99	-3	-3	97	-1	99	102	-1	99
